Source: PubChem BioAssay (Emory University Molecular Libraries Screening Center)
14-3-3g Raf: modulators of 14-3-3 gamma protein binding, primary screen, biochemical, fluorescence polarization. FP, 14-3-3gamma / TMR-pS259-Raf peptide binding. inhibition, % at 40 µM. 14-3-3 protein gamma (Homo sapiens), P61981. AID 422, 2006. 160,000 tested, 0.19% active; in the data active means inhibition above about 30%;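 further: 0% = protein plus tracer without compound and 100% = blank with tracer alone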
Target sequence (P61981 whole entry, looked up): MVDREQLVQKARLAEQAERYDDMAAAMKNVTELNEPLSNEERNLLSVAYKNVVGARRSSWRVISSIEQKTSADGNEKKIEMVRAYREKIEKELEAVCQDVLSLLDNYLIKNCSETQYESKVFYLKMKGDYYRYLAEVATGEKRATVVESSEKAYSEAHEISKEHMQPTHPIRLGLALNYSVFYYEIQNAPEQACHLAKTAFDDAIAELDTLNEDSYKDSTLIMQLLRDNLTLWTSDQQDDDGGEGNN
The depositor's hits bear a star; & = joins results of further samples.

Sample of the layout, 7 compounds:
14-3-3g Raf,mol
2,CCCCOC(=O)C(C)OC(=O)c1ccc([N+](=O)[O-])cc1Cl (stereo not drawn)
2,CCOC(=O)CC(NC(=O)c1ccccc1F)c1cccc([N+](=O)[O-])c1 (stereo not drawn)
-17,O=C(CSc1nnc2c3ccccc3n(Cc3ccccc3)c2n1)Nc1cccc(C(F)(F)F)c1
-21,CCc1ccc(OCC(=O)Nc2cc(-c3nc4ccccc4o3)ccc2OC)cc1
1,Cc1cnc(NC(=O)CN2C(=O)C3CC=CCC3C2=O)s1 (stereo not drawn)
-6,COC(=O)CNc1nc(OC)nc(N(C)C)n1
-2,Cc1nn(C)cc1CNC(=O)c1cc2n(n1)C(C(F)(F)F)CC(c1cccs1)N2 (stereo not drawn)

This part in full, from the first entry:
14-3-3g Raf,mol
2,CCCCOC(=O)C(C)OC(=O)c1ccc([N+](=O)[O-])cc1Cl (stereo not drawn)
2,CCOC(=O)CC(NC(=O)c1ccccc1F)c1cccc([N+](=O)[O-])c1 (stereo not drawn)
-17,O=C(CSc1nnc2c3ccccc3n(Cc3ccccc3)c2n1)Nc1cccc(C(F)(F)F)c1
-21,CCc1ccc(OCC(=O)Nc2cc(-c3nc4ccccc4o3)ccc2OC)cc1
1,Cc1cnc(NC(=O)CN2C(=O)C3CC=CCC3C2=O)s1 (stereo not drawn)
-6,COC(=O)CNc1nc(OC)nc(N(C)C)n1
-2,Cc1nn(C)cc1CNC(=O)c1cc2n(n1)C(C(F)(F)F)CC(c1cccs1)N2 (stereo not drawn)
-10,CCC1(CC)Cc2ccccc2-c2nc3n(c(=O)c21)CCS3
-4,COc1ccc2c(c1)c(CCN1C(=O)c3ccccc3C1=O)cn2C(=O)c1ccco1
-8,CC1=C(C(=O)Nc2ccccc2)C(c2ccc(C)o2)N2C(=O)CSC2=N1 (stereo not drawn)
-1,COC(=O)C1=C(C)NC(=O)NC1c1ccc(OC(F)F)c(OC)c1 (stereo not drawn)
-35&-62,CN(C1=NC(=O)C(CC(=O)Nc2ccc(Br)cc2)S1)c1ccc(O)cc1 (stereo not drawn)
-2,Cc1ccc(C2N(Cc3ccccc3)CCN2Cc2ccccc2)s1
-2,CCC(C)(C)NC(=O)CN(C(=O)CNS(=O)(=O)c1ccccc1)c1ccccc1
1,COc1ccc(OC)c(C(=O)c2ccc(C(=O)N3CCCCC3)cc2)c1
11,Cc1cc(C)nc(NC(=O)COc2ccc(C(C)C)cc2)n1
-7,Cc1oc(-c2ccc(Cl)cc2)nc1CS(=O)CC(=O)NCCCN(C)C1CCCCC1 (stereo not drawn)
-17,O=C(NC1CCCCCCC1)c1cnccn1
-5,O=C(Nc1cc(Oc2ccc(I)cc2)cc([N+](=O)[O-])c1)c1ccc(F)cc1
1,Cc1ccc2[nH]c(=O)c(-c3noc(C(C)C)n3)cc2c1
2,CCOc1cc(C2Nc3ccccc3NC3=C2C(=O)CC(c2cccs2)C3)cc(Br)c1O (stereo not drawn)
4,CC(=O)Oc1ccc2oc(=O)c3c(c2c1)CCCN3C(=O)CN1CCCCC1
3,CC1(C)CC(=O)C2=C(C1)NC(SCC(=O)Nc1ccccc1)=C(C#N)C21CCCCC1
0,Cc1c(C(=O)N2CC(C)CC(C)C2)cccc1[N+](=O)[O-] (stereo not drawn)
7,Cc1ccc(-c2csc3nc(C)n(-n4cccc4)c(=O)c23)o1
4&6,O=S(=O)(NCCC1=CCCCC1)c1cccc2nsnc12
-3&-8,CCN(CC)S(=O)(=O)c1ccc2[nH]cc(C(=O)NCCC3=CCCCC3)c(=O)c2c1
-6,CSc1nc(NC(C)=O)nc(C)c1Cl
-66,O=C1C(Cl)=C(N2CCCCCC2)C(=O)N1c1cccc(Cl)c1
3,CCC(Sc1nc(-c2ccccc2)cc(-c2ccccc2)n1)C(=O)Nc1nnc(C)s1 (stereo not drawn)
-7,CCOc1ccc(C(=O)CN2CCN(CC(=O)Nc3ccccc3F)CC2)cc1
-8,N[C@H]1CONC1=O
-6,O=C(NCCCN1CCOCC1)c1ccc(-n2c(=S)[nH]c3ccccc3c2=O)cc1
-3,CC(C)C(=O)Nc1ccc(NC(=O)c2cccs2)cn1
-2,O=C1CC(N2CCN(c3ncccn3)CC2)C(=O)N1c1ccc(F)cc1 (stereo not drawn)
13,CCCS(=O)(=O)N1CCC(C(=O)NCc2ccccn2)CC1
-19,COC(=O)c1ccc(Nc2nc(-c3ccc(C)cc3)nc3ccccc23)cc1
2,COc1cc(OC)c(C2SCCN2S(=O)(=O)c2cccc(C)c2)cc1OC (stereo not drawn)
7&-13,CCN(CC)CCn1c(OC)cc(=O)[nH]c1=O
-1,Cc1c(C(=O)NC(C)c2ccccc2)sc2ncnc(N3CCOCC3)c12 (stereo not drawn)
0,CCN(CC)C(=O)C1CCCN(C/C(C)=C/c2ccccc2)C1 (stereo not drawn)
-2,Cc1nnc(SCC(=O)Nc2cc(C(F)(F)F)ccc2N2CCOCC2)o1
-118,CCC1CCCCN1CCCNC(=O)c1cn(C2CCCCC2)c(=O)c2c1c1ccccc1n2C (stereo not drawn)
5,CCOc1cc(C)c(Cl)cc1S(=O)(=O)NCc1ccc2c(c1)OCO2
-12,CC(=O)N1CCc2cc(Br)cc(S(=O)(=O)CCC(=O)N3CCN(Cc4ccc5c(c4)OCO5)CC3)c21
-11,Cc1nc2cc(NC(=O)N3CCN(c4ccccn4)CC3)ccc2o1
0,O=c1c2cn[nH]c2nc(SCc2ccc3c(c2)OCCO3)n1-c1ccccc1
-5,COc1ccc(C(=O)c2c(C)c3ccccc3n2CC(O)CNC(C)C)cc1 (stereo not drawn)
-5,C=CCN(C(=O)c1cc2cc3ccc(OC)cc3nc2s1)c1ccccc1
-110,Cc1ccc(C2C(C#N)=C(N)SC(N)=C2C#N)c(C)c1

The list continues.
14-3-3g Raf,mol
5,CC(C)(C)OC(=O)N1CCCC1C(=O)NC(Cc1ccccc1)C(=O)O (stereo not drawn)
-12,CCOC(=O)c1ccc(-n2c(CN3CCCCC3)nc3ccc([N+](=O)[O-])cc3c2=O)cc1
5,COc1ccc2nc(Sc3c(-c4ccccc4)c4cc(Cl)ccc4[nH]c3=O)[nH]c2c1
0,CSc1ccccc1NC(=O)COc1ccc(S(=O)(=O)N2CCCC2)cc1
5,CCSc1nnc2c(n1)OC=Nc1ccc(Br)cc1-2
-6,CCc1ccccc1NC(=O)c1cc(-c2cccc(O)c2)on1
-2,Cc1ccc(C(=O)N(CC(=O)NC2CCCC2)Cc2cccs2)s1
-40,Cc1cc(N2CCN(c3ccccn3)CC2)n2c(nc3ccccc32)c1C#N
-9,Nc1ccc(C(=O)OCCN2C(=O)c3cccc(N)c3C2=O)cc1
-64,COC(=O)CNC1CC(=O)N(c2ccc(C(=O)OC)cc2)C1=O (stereo not drawn)
2,O=c1c2cc(Cl)ccc2[nH]c(=S)n1Cc1cccs1
1,COC(=O)n1c(=O)oc2cc(S(=O)(=O)N3CCCCC3)ccc21
-6,CC(C)c1ccc(NC(=O)c2ccc(F)c(S(=O)(=O)N3CCc4ccccc43)c2)cc1
-5,Cc1cc(Cl)c(S(=O)(=O)NCC2CCCO2)cc1OCC(N)=O (stereo not drawn)
-10,COC(=O)Nc1ccc(OCc2ccccc2)cc1
-10,CCC(=O)N1CCN(c2ccc(NC(=O)c3ccco3)cc2)CC1
4,CCC(C)NC(=O)CN(c1ccc(C)cc1)S(=O)(=O)c1ccc(OC)cc1 (stereo not drawn)
5,O=C(NO)C1CC2C=CC1C2 (stereo not drawn)
-11,Cc1ccc(C2=NN(C(=O)CCC(=O)O)C(c3ccc(C)cc3)C2)cc1 (stereo not drawn)
-2,Cc1ccc(N(C(=O)Cn2nnc(-c3ccc(C)o3)n2)C(C(=O)NC2CCCC2)c2ccco2)cc1 (stereo not drawn)
-2,[N-]=[N+]=CC(=O)CNC(=O)[C@@H](Cc1ccccc1)N1C(=O)c2ccccc2C1=O
-92,Cc1ccccc1-n1c(C=Cc2c(C)n(C)c3ccccc23)nc2ccccc2c1=O
-1,CC1=NC(C)Cc2ccccc21 (stereo not drawn)
-8,Cc1sc2ncn(CC(=O)N3CCN(c4ccccc4F)CC3)c(=O)c2c1S(=O)(=O)N1CCCCC1
-5,COc1cc(OC)c(C2C3=C(CC(C)(C)CC3=O)Nc3nc4ccccc4n32)cc1OC (stereo not drawn)
9,CC1=C(C(=O)OCCOC(C)C)C(c2ccc3c(c2)OCO3)NC(=O)N1 (stereo not drawn)
4,CCCCC1CCC(c2nnc(-c3ccccc3C)o2)CC1 (stereo not drawn)
2,O=C(Nc1ccccc1Oc1ccccc1)c1ccc(S(=O)(=O)N2CCCC2)cc1
-28,O=C(CSc1oc(-c2ccco2)nc1S(=O)(=O)c1ccc(Cl)cc1)NCC1CCCO1 (stereo not drawn)
3,COc1ccc(CNC(=O)c2cc(-c3ccccc3)nc3ccccc23)cc1
-8,Cc1ccc(NC(=O)Cn2c(=O)n(CC(=O)NCc3ccco3)c(=O)c3sccc32)cc1C
-1,CCC(=O)N1CCN(C(C)=O)C1c1ccccc1 (stereo not drawn)
5&-10,COCCOC(=O)C1=C(N)OC2=C(C(=O)CC(C)(C)C2)C1c1cccnc1 (stereo not drawn)
-4,O=C(NCc1ccccc1Cl)c1ccc(N2CCCCC2)c([N+](=O)[O-])c1
-2,CCOC(=O)c1c(C)n(C)c2ccc(OCC(O)CN3CCN(C)CC3)cc12 (stereo not drawn)
-20,O=c1c2ccccc2nc2c3ccccc3c(NCc3ccco3)nn12
3,COc1ccc(C2C3=C(CC(C)(C)CC3=O)Nc3nc(SC)nn32)c(OC)c1OC (stereo not drawn)
-3,CCC(C)N(C(=O)c1csnn1)C(C(=O)NCc1ccc(F)cc1)c1ccco1 (stereo not drawn)
-2,COc1ccc2c(Cl)c(-c3nnc(SCC(N)=O)n3C)sc2c1
-4,COc1ccc(OC)c(-n2c(SCC(=O)Nc3ccc(F)cc3)nc3c(c2=O)SCC3)c1
1,Cc1ccc(S(=O)(=O)NC(CC(=O)O)c2ccco2)cc1 (stereo not drawn)
-1,COc1ccccc1N1CCN(C(=O)CCNC(=O)Cn2ccc3ccccc3c2=O)CC1
4,N#Cc1nc(-c2ccco2)oc1NCCN1CCOCC1
-11,COc1ccc(S(=O)(=O)CCC(=O)N2CC(=O)N(CCc3ccccc3)C(=O)C2)cc1
-3,CC(C)(C)c1ccc(C(=O)Nc2nnc(Cc3ccc(F)cc3)s2)cc1
-13,CC(C)CCNC(=O)c1cc(=O)[nH]c2ccc(S(=O)(=O)N3CCCC(C)C3)cc12 (stereo not drawn)
-5,COc1ccc(C(c2sc3ncnn3c2O)N2CC(C)OC(C)C2)cc1OC (stereo not drawn)
-2,CCCCNC(=O)C1CCC(=O)N(c2ccc(OC)cc2)C1c1ccc(OC)cc1 (stereo not drawn)
-3,Cc1cc(N2CCN(C)CC2)nc2ccc(NC(=O)c3cccc([N+](=O)[O-])c3)cc12
-40,CCOC(=O)C1=C(C)NC(=O)NC1c1ccc(-c2ccccc2F)o1 (stereo not drawn)

New compounds follow
14-3-3g Raf,mol
5,Cc1ccc(C)c(N2CCN(C(=O)c3cc4cc5ccc(C)cc5nc4o3)CC2)c1
5,Cn1c(=O)c2c(nc(Br)n2CCc2ccccc2)n(C)c1=O
-11,COc1ccccc1-n1c(=O)[nH]c2c(C(N)=O)nc(-c3cccnc3)nc21
-1,CCOC(=O)c1nn(-c2ccc(OC)cc2)c(=O)c2c(NC(=O)CC3CCCCC3)scc12
4,Cc1ccc(C(=O)c2coc3ccc(O)c(CN4CCN(C)CC4)c23)cc1
1,CCOC(=O)c1sc2ncnc(N3CCN(c4ccccc4F)CC3)c2c1C
-1,COc1ccc(N2C(=O)C3ON(c4ccc(Cl)cc4)C(c4cc(Br)ccc4O)C3C2=O)cc1 (stereo not drawn)
0,COc1ccc(NC(=O)c2cc3ccccn3n2)cc1
-1,O=C(Nc1ccc(Cl)c(C(F)(F)F)c1)C(Cc1ccccc1)NS(=O)(=O)c1ccc(Br)s1 (stereo not drawn)
4,CC(=O)NC1(C(F)(F)F)C(=O)NC(C)=C1C#N (stereo not drawn)

Exported field by field: 2 of the compounds above
Cc1ccc(C)c(N2CCN(C(=O)c3cc4cc5ccc(C)cc5nc4o3)CC2)c1
  14-3-3g Raf = 5

Cc1ccc(C(=O)c2coc3ccc(O)c(CN4CCN(C)CC4)c23)cc1
  14-3-3g Raf = 4

Continued:
14-3-3g Raf,mol
-4&-11,Nc1nonc1-c1nc2ccccc2[nH]1
3,Cc1cc(C)n(CC(=O)n2c3c(c4ccccc42)CCCC3)n1
0,Cc1ccc(/C(O)=C2\C(=O)C(=O)N(CC(C)O)C2c2ccc(C(C)C)cc2)cc1 (stereo not drawn)
-10&-1,CCCS(=O)(=O)N1CCCC(C(=O)N2CCC(Cc3ccccc3)CC2)C1 (stereo not drawn)
3,CCc1sc(NC(=O)c2cc3cccc(OC)c3oc2=O)nc1-c1cccs1
7,COc1ccc(C2C(C(=O)OC3CCCCC3)=C(C)NC3=C2C(=O)CC(C)(C)C3)cc1O (stereo not drawn)
-12,COc1cc(N/C(=N/c2nc(C)cc(C)n2)NC(C)=O)c(OC)cc1Cl
-8,CC(C)(C)C1CC(O)CN(C(C)(C)C)C1 (stereo not drawn)

These rows are one share of the data; the hit share may differ from the screen's.
